mut p53 react – mutant p53 pathway re-activators, primary screen, cell-based, SW480, luciferase, single point, HTS | actives 1.5% (n = 28,000) | activation, % at 9.98 µM | SW480 PUMA-promoter luciferase, p53 mutant reactivation | AID 624151, 2012; in the data active = activation above about 52%
STK33 inh – STK33 kinase inhibitors, primary screen, biochemical, luminescence, ADP-Glo, MBP substrate. inhibition, % at 12.5 µM. actives 0.44% (n = 27,000); in the data active = inhibition above about 20%
Target sequence (Q9BYT3 whole entry, looked up): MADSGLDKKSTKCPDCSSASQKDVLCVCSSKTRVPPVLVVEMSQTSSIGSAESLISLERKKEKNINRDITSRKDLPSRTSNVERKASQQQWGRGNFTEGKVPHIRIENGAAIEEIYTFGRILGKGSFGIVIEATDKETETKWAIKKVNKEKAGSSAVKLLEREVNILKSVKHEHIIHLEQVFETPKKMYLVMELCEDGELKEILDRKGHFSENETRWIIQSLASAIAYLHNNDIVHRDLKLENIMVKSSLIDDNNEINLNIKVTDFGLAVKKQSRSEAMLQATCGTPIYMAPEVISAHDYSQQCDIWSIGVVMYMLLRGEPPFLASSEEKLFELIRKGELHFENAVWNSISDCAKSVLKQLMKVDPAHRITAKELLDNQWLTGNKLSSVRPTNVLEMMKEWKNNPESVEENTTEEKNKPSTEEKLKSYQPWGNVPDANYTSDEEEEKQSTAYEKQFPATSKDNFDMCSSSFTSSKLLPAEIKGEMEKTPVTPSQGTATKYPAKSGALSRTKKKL
Numbers without * were called inactive; · = no result given. Only part of the results is shown; count on the stated rates, not on these rows.

nr	mol	STK33 inh	mut p53 react
1	CC(C)NC(=O)N(C)C[C@@H]1Oc2ccc(NC(=O)C3CC3)cc2C(=O)N([C@@H](C)CO)C[C@H]1C	0	-2
2	COc1ccccc1NC(=O)Cn1nnc(-c2ccc(C(F)(F)F)cc2)n1	3	0
3	C[C@H]1CN([C@@H](C)CO)C(=O)Cc2cc(NC(=O)C3CC3)ccc2O[C@H]1CN(C)C(=O)NC1CCCCC1	2	·
4	C[C@@H]1CN([C@H](C)CO)C(=O)Cc2cc(NS(=O)(=O)c3cn(C)cn3)ccc2O[C@@H]1CN(C)Cc1ccc(Cl)c(Cl)c1	-3	·
5	COc1ccc(S(=O)(=O)N(C)C[C@H]2Oc3c(NS(=O)(=O)c4c(C)noc4C)cccc3C(=O)N([C@H](C)CO)C[C@H]2C)cc1	·	-1
6	CC1OC(OC2C(O)C(OCCc3ccc(O)c(O)c3)OC(CO)C2OC(=O)/C=C/c2ccc(O)c(O)c2)C(OC2OCC(O)C(O)C2O)C(O)C1O (configuration not stated)	·	4
7	C[C@H]1CN([C@@H](C)CO)C(=O)Cc2cc(NC(=O)C3CC3)ccc2O[C@@H]1CN(C)S(=O)(=O)c1ccc(Cl)cc1	4	·
8	Cc1noc(C)c1S(=O)(=O)N(C)C[C@H]1OCCCC[C@@H](C)Oc2ccc(NC(=O)NC(C)C)cc2C(=O)N([C@@H](C)CO)C[C@H]1C	·	4
9	COC(=O)c1ccc(NC(=O)CCC(=O)c2ccc(OC)cc2)cc1	6	0
10	Cc1ccc(S(=O)(=O)Nc2ccc3c(c2)CC(=O)N([C@@H](C)CO)C[C@H](C)[C@@H](CN(C)S(=O)(=O)c2cccs2)O3)cc1	-1	·
11	C[C@H]1CN([C@@H](C)CO)C(=O)c2cc(NS(=O)(=O)c3cccs3)ccc2O[C@H]1CN(C)C	0	-5
12	C[C@@H]1CN([C@H](C)CO)C(=O)CCCn2nncc2CO[C@@H]1CN(C)Cc1ccc(Oc2ccccc2)cc1	-5	-2
13	C[C@@H]1CCCCO[C@H](CN(C)S(=O)(=O)c2cccs2)[C@@H](C)CN([C@@H](C)CO)C(=O)c2cc(NS(=O)(=O)c3cccs3)ccc2O1	·	-6
14	C[C@@H]1CN([C@@H](C)CO)C(=O)CCCn2nncc2CO[C@H]1CN(C)Cc1ccc2c(c1)OCCN2C	-3	4
15	CCn1c(SCC(=O)Nc2ccccc2C)nc2ccccc2c1=O	1	-10
16	COCC#Cc1cnc2c(c1)C(=O)N([C@H](C)CO)C[C@@H](C)[C@@H](CN(C)C(=O)c1ccc3c(c1)OCO3)O2	·	18
17	O=C(NCc1ccc(-c2csnn2)cc1)c1cc(Cl)cc(Cl)c1	·	6
18	CC(CCC(=O)Nc1ccccc1Cl)C(=O)O (configuration not stated)	-3	-2
19	CC(C)C#Cc1cnc2c(c1)C(=O)N([C@H](C)CO)C[C@@H](C)[C@@H](CN(C)C(=O)Nc1cccc(F)c1)O2	·	1
20	COc1ccc(Cl)cc1N(CC(=O)Nc1cc(Cl)cc(Cl)c1)S(C)(=O)=O	0	1
21	OC(COc1ccc(Cl)cc1)Cn1cnc(-c2ccccc2)c1 (configuration not stated)	21*	-1
22	COc1cccc(N(CC(=O)Nc2ccc(F)cc2F)S(C)(=O)=O)c1	1	13
23	C=C1C(=O)O[C@@H]2C3O[C@]3(C)CC/C=C(/C)CC[C@@H]12 (some centres not stated)	1	·
24	CNC[C@H]1Oc2ccc(NS(=O)(=O)c3cn(C)cn3)cc2C(=O)N([C@@H](C)CO)C[C@H]1C	2	·
25	COCCNC(=O)C[C@H]1C[C@H]2c3cc(NC(=O)c4ccc5c(c4)OCO5)ccc3O[C@H]2[C@H](CO)O1	·	8
26	C[C@H]1CN([C@@H](C)CO)C(=O)Cc2cc(NC(=O)Nc3ccccc3)ccc2O[C@H]1CN(C)C(=O)NC1CCCCC1	0	·
27	C[C@@H]1CN([C@H](C)CO)C(=O)Cc2cc(NC(=O)CCN3CCOCC3)ccc2O[C@@H]1CN(C)S(=O)(=O)c1cn(C)cn1	-1	8
28	C=C1C(=O)O[C@@H]2/C=C(/CO[C@@H]3O[C@H](CO)[C@@H](O)[C@H](O)[C@H]3O)CC/C=C3\C[C@H](OC3=O)[C@@H]12	-2	3
29	N#C/C(=C\c1cc(Cl)cc(Cl)c1)c1cccnc1	6	22
30	CCc1nc(SCC(=O)Nc2ccc(C)cc2)n[nH]1	-1	1
31	C[C@@H]1CN([C@H](C)CO)C(=O)Cc2cc(NC(=O)C3CC3)ccc2O[C@@H]1CN(C)Cc1ccncc1	-1	14
32	Cc1ccc2ccc(C(Nc3ccccn3)c3ccc(Cl)cc3)c(O)c2n1 (configuration not stated)	-1	-37
33	C=C1CC[C@H](O)CC1=C/C=C1\CCC[C@]2(C)[C@@H]([C@H](C)CC[C@@H](O)C(C)(C)O)CC[C@@H]12	-6	-2
34	O=C(C[C@H]1C[C@@H]2c3cc(NC(=O)C4CCC4)ccc3O[C@@H]2[C@@H](CO)O1)NCc1ccc(Cl)cc1	·	-8
35	COC1OC(O)C(O)C12CC[C@@]1(O2)[C@H](C)C[C@H]2OC(=O)[C@@]3(C)CCC[C@]1(C)C23 (some centres not stated)	0	-4
36	Cc1nn(C(=O)Cn2ccc([N+](=O)[O-])n2)c(C)c1I	2	1

7 records drawn at random from those above:
nr	mol	STK33 inh	mut p53 react
10	Cc1ccc(S(=O)(=O)Nc2ccc3c(c2)CC(=O)N([C@@H](C)CO)C[C@H](C)[C@@H](CN(C)S(=O)(=O)c2cccs2)O3)cc1	-1	·
8	Cc1noc(C)c1S(=O)(=O)N(C)C[C@H]1OCCCC[C@@H](C)Oc2ccc(NC(=O)NC(C)C)cc2C(=O)N([C@@H](C)CO)C[C@H]1C	·	4
13	C[C@@H]1CCCCO[C@H](CN(C)S(=O)(=O)c2cccs2)[C@@H](C)CN([C@@H](C)CO)C(=O)c2cc(NS(=O)(=O)c3cccs3)ccc2O1	·	-6
14	C[C@@H]1CN([C@@H](C)CO)C(=O)CCCn2nncc2CO[C@H]1CN(C)Cc1ccc2c(c1)OCCN2C	-3	4
35	COC1OC(O)C(O)C12CC[C@@]1(O2)[C@H](C)C[C@H]2OC(=O)[C@@]3(C)CCC[C@]1(C)C23 (some centres not stated)	0	-4
16	COCC#Cc1cnc2c(c1)C(=O)N([C@H](C)CO)C[C@@H](C)[C@@H](CN(C)C(=O)c1ccc3c(c1)OCO3)O2	·	18
24	CNC[C@H]1Oc2ccc(NS(=O)(=O)c3cn(C)cn3)cc2C(=O)N([C@@H](C)CO)C[C@H]1C	2	·

Following part:
nr	mol	STK33 inh	mut p53 react
37	C[C@@H]1CN([C@@H](C)CO)C(=O)CCCn2cc(nn2)CO[C@H]1CN(C)Cc1ccc2cccnc2c1	0	4
38	O=C(CC1c2ccccc2Oc2ccccc21)NCCOc1ccccc1Cl	·	6
39	CNCCCC1c2ccccc2C=Cc2ccccc21	-2	16
40	C[C@@H]1CCCCO[C@@H](CN(C)CC2CCCCC2)[C@@H](C)CN([C@H](C)CO)C(=O)c2cc(NC(=O)Nc3ccccc3)ccc2O1	0	-7
41	C=C(C(=O)O)C(CCCCCC)C(=O)O (configuration not stated)	-1	9
42	CCC(C)C1NC(=O)C(CCC(=O)O)N(C)C(=O)C(C(C)C)N(C)C(=O)CNC(=O)C2CCCN2C(=O)C(Cc2ccccc2)NC(=O)C(C(C)CC)OC(=O)C(CCC(=O)O)N(C)C(=O)C(C(C)C)NC(=O)C2CCCCN2C1=O (configuration not stated)	-9	·
43	Cc1noc(C)c1S(=O)(=O)Nc1ccc2c(c1)C(=O)N([C@H](C)CO)C[C@H](C)[C@@H](CN(C)C(=O)Nc1ccccc1)OCCCC[C@@H](C)O2	·	0
44	CC(C)(O)[C@@H]1Cc2cc3ccc(=O)oc3cc2O1	1	54*
45	COc1ccc(-n2nc3c(c2NC(=O)c2ccccc2C(F)(F)F)CSC3)cc1	·	4
46	C[C@@H]1CCCCO[C@@H](CN(C)C(=O)CCC(F)(F)F)[C@@H](C)CN([C@H](C)CO)C(=O)c2cc(NC(=O)CCCN(C)C)ccc2O1	2	·
47	COc1ccc(CN(C)C[C@@H]2Oc3ccc(NC(=O)Cn4cnnn4)cc3CC(=O)N([C@H](C)CO)C[C@@H]2C)cc1	·	-3
48	CS(=O)(=O)N(CC(=O)Nc1ccc(F)c(Cl)c1)C1CCCCC1	-2	-5
49	C[C@@H]1CC[C@]2(C(=O)O)CC[C@]3(C)C(=CCC4[C@@]5(C)CC[C@@H](O)[C@](C)(C(=O)O)C5CC[C@]43C)C2[C@H]1C (some centres not stated)	-5	9
50	CC(=O)NC1=NN(C(C)=O)C(c2cccc3ccccc23)N1C(C)=O (configuration not stated)	0	·
51	C[C@@H]1CN([C@H](C)CO)C(=O)c2cc(NS(=O)(=O)c3cn(C)cn3)ccc2O[C@H]1CN(C)S(=O)(=O)c1ccc(F)cc1	2	·
52	CNC[C@H]1Oc2c(NC(=O)C3CCOCC3)cccc2C(=O)N([C@@H](C)CO)C[C@@H]1C	·	-6
53	C[C@H](CO)N1C[C@H](C)[C@@H](CN(C)C(=O)c2ccncc2)OCCCC[C@H](C)Oc2ccc(NS(C)(=O)=O)cc2C1=O	·	6
54	Cc1sc(NC(=O)c2ccco2)c(C(=O)NCc2cccnc2)c1C	3	2
55	Cc1noc(C)c1NC(=O)N(C)C[C@H]1OCc2cnnn2CCCC(=O)N([C@@H](C)CO)C[C@H]1C	-3	·
56	COc1ccc(NC(=O)Nc2ccc3c(c2)C(=O)N([C@H](C)CO)C[C@H](C)[C@@H](CN(C)C(=O)Nc2cccc4ccccc24)OCCCC[C@@H](C)O3)cc1	2	·
57	C[C@@H]1CN([C@H](C)CO)C(=O)CCCn2nncc2CO[C@@H]1CN(C)S(C)(=O)=O	-3	·
58	Cc1noc(C)c1NC(=O)Nc1ccc2c(c1)C(=O)N([C@@H](C)CO)C[C@H](C)[C@H](CN(C)C(=O)NC(C)C)O2	-1	·
59	C[C@@H]1CN([C@@H](C)CO)C(=O)c2cc(-c3ccccc3)cnc2O[C@@H]1CN(C)C(=O)Nc1ccc2c(c1)OCO2	·	4
60	C[C@H]1CN([C@@H](C)CO)C(=O)Cc2cc(NC(=O)Cc3ccccc3)ccc2O[C@H]1CN(C)C(=O)NC1CCCCC1	2	-14
61	COc1ccccc1OCC(=O)Nc1ccccc1C(=O)Nc1cccc(C(=O)O)c1	-1	-1
62	CC(=O)c1cccc(N(CC(=O)Nc2cc(C)cc(C)c2)S(C)(=O)=O)c1	3	-5
63	COc1ccc(S(=O)(=O)N(C)C[C@@H]2Oc3ccc(NC(=O)Nc4cccc5ccccc45)cc3CC(=O)N([C@@H](C)CO)C[C@@H]2C)cc1	·	-6
64	Cc1ccc2c(c1)c(-c1ccccc1)c(-c1ccccc1)n2CC(O)CN1CCN(CCO)CC1 (configuration not stated)	0	-17
65	Cc1cccc(Cn2nc(C(C)(C)C)cc2C(=O)Nc2cccnc2)c1	0	·
66	O=C(CSc1ncnc2scc(-c3ccc(Br)cc3)c12)Nc1ccccc1	3	1
67	COc1ccc(CN(C)C[C@@H]2Oc3ccc(NC(=O)Cc4ccccc4)cc3C(=O)N([C@H](C)CO)C[C@H]2C)cc1	0	7
68	COC(=O)C(CC#Cc1ccc2c(c1)[C@]1(C(=O)N2)[C@H](c2ccc(OCCO)cc2)N2[C@H](c3ccccc3)[C@H](c3ccccc3)OC(=O)[C@H]2[C@@H]1C(=O)N1CCc2cc(OC)c(OC)cc2C1)C(=O)OC	14	·
69	CC(C)C#Cc1ccc2c(c1)O[C@@H](CN(C)Cc1ccccc1)[C@H](C)CN([C@H](C)CO)S2(=O)=O	·	-69
70	COc1cc(OC)cc(OC)c1	-1	·
71	O=C(CSc1nnc(-c2cccnc2)o1)c1ccc2ccccc2c1	-3	14
72	C[C@@H]1CN([C@H](C)CO)C(=O)c2cc(C3=CCCCC3)cnc2O[C@@H]1CN(C)C(=O)Cc1ccncc1	·	0
73	COc1cc([N+](=O)[O-])ccc1NC(=S)NCc1cn(-c2ccccc2)nc1-c1ccccc1	-1	8
74	COc1ccc(CN(C)C[C@H]2Oc3c(NS(=O)(=O)c4cccs4)cccc3C(=O)N([C@@H](C)CO)C[C@@H]2C)cc1	·	8
75	COc1ccccc1NC(=O)N(C)C[C@@H]1Oc2ncc(C#CCC(C)C)cc2C(=O)N([C@@H](C)CO)C[C@H]1C	·	4
76	C[C@@H]1CN([C@@H](C)CO)S(=O)(=O)c2ccc(C#CCC3CCCC3)cc2O[C@@H]1CN(C)C(=O)CN(C)C	·	-31
77	C[C@@H]1CCCCO[C@@H](CN(C)C)[C@H](C)CN([C@H](C)CO)C(=O)c2cc(NC(=O)Nc3ccc(F)cc3)ccc2O1	·	-2
78	CC(Oc1ccc(Br)cc1)C(=O)NCc1cccnc1 (configuration not stated)	3	1
79	CCc1ccc(CCC(=O)Nc2ccc(C(=O)O)cc2)o1	-3	-3
80	S=c1nc(C23CC4CC(CC(C4)C2)C3)[nH][nH]1	0	·
81	COc1ccc(S(=O)(=O)Nc2ccc3c(c2)C(=O)N([C@H](C)CO)C[C@H](C)[C@@H](CN(C)C(=O)Nc2ccc(F)cc2)OCCCC[C@@H](C)O3)cc1	-2	·
82	O=C(c1ccc(F)cc1)C1CCN(CCn2c(=S)[nH]c3ccccc3c2=O)CC1	·	13
83	C[C@@H]1CN([C@@H](C)CO)C(=O)Cc2cc(NS(=O)(=O)c3cn(C)cn3)ccc2O[C@H]1CN(C)CC1CC1	·	3
84	COc1ccc(S(=O)(=O)Nc2ccc3c(c2)CC(=O)N([C@@H](C)CO)C[C@H](C)[C@@H](CN(C)Cc2ccccc2)O3)cc1	-3	·

In another format: results already given.
Under each structure: STK33 inh | mut p53 react
80: S=c1nc(C23CC4CC(CC(C4)C2)C3)[nH][nH]1
  0 | ·
76: C[C@@H]1CN([C@@H](C)CO)S(=O)(=O)c2ccc(C#CCC3CCCC3)cc2O[C@@H]1CN(C)C(=O)CN(C)C
  · | -31
75: COc1ccccc1NC(=O)N(C)C[C@@H]1Oc2ncc(C#CCC(C)C)cc2C(=O)N([C@@H](C)CO)C[C@H]1C
  · | 4

Screens: PubChem, Broad Institute
